# FadD28 FP inh – inhibitors of Mycobacterium tuberculosis FadD28 bisubstrate binding; 0.22% of 360,000 active; AID 588549; inhibition, % at 12.5 µM; FadD28 bisubstrate probe binding, fluorescence polarization; in the data active = inhibition above about 8.5%, passing the limit was not always enough; inconclusive = no clear call, values can overlap the other calls
# PfHsp40 yeast – rescue of PfHsp40-mediated yeast toxicity; S. cerevisiae expressing PfHsp40, growth rescue, ATP luminescence; growth rescue, % at 12.5 µM; 0.68% of 340,000 active; AID 504582; in the data active = growth rescue above about 28%, passing the limit was not always enough; inconclusive = no clear call, values can overlap the other calls;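 also: yeast W303a lacking pdr1 and pdr3 grown in galactose medium; growth measured after three days at 30 °C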
# UGM FP inh – blocks M. tuberculosis UGM enzyme | inhibition, % at 10 µM | 0.06% of 320,000 active | P9WIQ1 | purified UGM, fluorescence polarization probe displacement; in the data active = inhibition above about 10%, passing the limit was not always enough; inconclusive = no clear call, values can overlap the other calls
# FBA Mtb inh – Mtb fructose-bisphosphate aldolase inhibition; purified M. tuberculosis FBA, fluorescence read-out; inhibition, % at 1 µM; 2.3% of 360,000 active; AID 588726; in the data active = inhibition above about 27%;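 also: 0% = vehicle and 100% = reference inhibitor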
# BoNT A protease – blocks Botulinum neurotoxin A light chain protease | AID 588499 | 0.17% of 360,000 active | inhibition, % at 10 µM | multiplex microsphere protease substrate cleavage, flow cytometry; also: plate controls were buffer without enzyme for full effect and enzyme alone for no effect
# BioA inh – inhibitors of Mycobacterium tuberculosis BioA enzyme; purified M. tuberculosis BioA enzyme, plate reader; AID 602481; inhibition, % at 9.99 µM; 0.096% of 360,000 active; in the data active = inhibition above about 40%; inconclusive = no clear call, values can overlap the other calls
# GDH-TPI counter – counter-screen for M. tuberculosis FBA inhibitors: GDH-TPI coupled enzymes; GDH-TPI coupled enzyme counterscreen, NADH absorbance; inhibition, % at 4.8 µM; 1.2% of 360,000 active; AID 588335; in the data active = inhibition above about 30%;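 also: 0% = DMSO wells and 100% = wells lacking the enzyme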
# BoNT F protease – inhibitors of Botulinum neurotoxin F light chain protease | inhibition, % at 10 µM | 0.22% of 360,000 active | Multiplex microsphere protease cleavage assay, flow cytometry; in the data active = inhibition above about 35%, passing the limit was not always enough; inconclusive = no clear call, values can overlap the other calls; also: plate controls were buffer without enzyme for full effect and enzyme alone for no effect
# Anthrax LF prot – anthrax lethal factor protease inhibition. AID 588501. multiplex microsphere protease cleavage assay, LF. inhibition, % at 10 µM. 0.12% of 360,000 active; also: plate controls were buffer without enzyme for full effect and enzyme alone for no effect
# Target sequence (P15917 whole entry, looked up): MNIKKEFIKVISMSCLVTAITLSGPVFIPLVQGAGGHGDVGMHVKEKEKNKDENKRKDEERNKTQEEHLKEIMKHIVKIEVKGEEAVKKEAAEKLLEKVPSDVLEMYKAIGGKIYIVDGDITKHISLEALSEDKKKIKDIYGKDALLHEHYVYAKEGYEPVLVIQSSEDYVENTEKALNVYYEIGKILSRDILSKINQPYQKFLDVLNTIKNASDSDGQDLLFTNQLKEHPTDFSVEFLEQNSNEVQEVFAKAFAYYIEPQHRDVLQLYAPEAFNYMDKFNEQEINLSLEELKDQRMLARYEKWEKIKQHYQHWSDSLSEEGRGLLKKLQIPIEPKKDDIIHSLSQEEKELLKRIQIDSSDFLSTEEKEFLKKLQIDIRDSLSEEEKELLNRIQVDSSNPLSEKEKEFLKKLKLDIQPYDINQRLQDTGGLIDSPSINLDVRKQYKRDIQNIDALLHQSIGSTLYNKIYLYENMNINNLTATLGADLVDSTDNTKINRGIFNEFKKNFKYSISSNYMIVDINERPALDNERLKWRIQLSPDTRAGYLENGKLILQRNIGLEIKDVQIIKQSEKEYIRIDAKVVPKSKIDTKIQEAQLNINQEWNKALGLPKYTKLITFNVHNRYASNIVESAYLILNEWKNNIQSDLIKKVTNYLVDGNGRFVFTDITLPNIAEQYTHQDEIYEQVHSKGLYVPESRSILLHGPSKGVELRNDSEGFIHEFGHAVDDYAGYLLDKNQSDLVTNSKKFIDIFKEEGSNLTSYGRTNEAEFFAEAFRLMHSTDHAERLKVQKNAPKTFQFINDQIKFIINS
# Numbers without * were called inactive; ? = inconclusive; · = not tested or not shown. Rule as the data show it, unless noted: active = inhibition above about 30%; inconclusive = no clear call, values can overlap the other calls; inactive = below that.
1. O=C(Nc1ccc(Cl)c(Cl)c1)c1ccco1
2. Cc1ccc(CCC(=O)Nc2cc(Cl)ccc2Cl)o1
3. CCOC(=O)C1=C(O)C(=O)N(c2ccc(S(N)(=O)=O)cc2)C1c1ccc([N+](=O)[O-])cc1 (stereo unspecified)
4. O=C1CC(CC(=O)N/N=C/c2ccccc2[N+](=O)[O-])=NN1
5. COc1ccccc1C(=O)NNC(=O)CCC(=O)NCc1ccccc1
6. COc1ccc(C/C(C)=N/NC(=O)c2ccc(Cl)cc2)cc1
7. COc1ccc(NS(=O)(=O)c2cc([N+](=O)[O-])ccc2NN=Cc2ccccc2OCC(=O)O)cc1
8. Cc1ccc(NC(=O)CCC(=O)NNC(=O)NC2CCCCC2)c(C)c1
Assay by compound	1	2	3	4	5	6	7	8
FadD28 FP inh	-8.4	-0.2	-4.1	0.7	-1.1	-4.7	1.4	-1.6
PfHsp40 yeast	5.5	1.8	5.1	-1.8	2.1	-0.1	1.0	1.1
UGM FP inh	2.1	1.3	-1.0	0.3	-0.6	-0.6	2.4	-1.4
FBA Mtb inh	0	2	-4	-4	-2	1	-8	0
BoNT A protease	2.8	0.2	0.3	0.1	-2.4	-0.1	-2.9	0.0
BioA inh	2.5	-1.4	·	-1.4	-1.0	·	-0.7	0.2
GDH-TPI counter	8	9	3	8	-10	-3	11	-3
BoNT F protease	10	3	-5	1	7	0	7	0
Anthrax LF prot	12	-6	6	-3	-1	3	-5	-3

9. CCOC(=O)[C@H]1[C@H]2COc3ccc(C)cc3[C@@H]2N2C(=O)c3ccccc3NC(=O)[C@@]12C
10. COc1ccccc1CC(=O)N(CCC#N)CCC#N
11. COc1ccc(Oc2nc3ccccc3n(C)c2=O)cc1
12. c1coc(CNCCc2c[nH]c3ccccc23)c1
13. O=S(=O)(c1ccc(NC(=S)NC2CCCC2)cc1)N1CCCC1
14. CN(C)C(CNc1ncccn1)c1ccccc1 (stereo unspecified)
15. O=C(OCC1CC(c2ccccn2)=NO1)c1ccc(Br)cc1 (stereo unspecified)
16. CCn1c(=O)n(CC(=O)Nc2cc(OC)ccc2OC)c(=O)c2ccccc21
Assay by compound	9	10	11	12	13	14	15	16
FadD28 FP inh	-2.1	-2.5	-0.2	0.7	-1.2	-1.5	-1.9	0.2
PfHsp40 yeast	0.1	-0.2	-0.8	0.3	-0.3	-1.2	2.9	1.9
UGM FP inh	-1.3	-0.7	-1.1	0.2	0.2	-0.8	-0.5	-1.1
FBA Mtb inh	0	-1	2	1	1	4	-1	6
BoNT A protease	-0.1	0.0	0.5	1.2	-1.0	-1.1	0.1	-0.6
BioA inh	0.0	0.7	-1.1	-2.0	·	0.9	-0.1	5.1
GDH-TPI counter	1	2	15	-10	-1	4	-4	-3
BoNT F protease	3	-3	-2	-11	2	-6	-3	4
Anthrax LF prot	-6	2	-2	-20	4	-34	5	-3

# In another format: 2 of the compounds above
[13] O=S(=O)(c1ccc(NC(=S)NC2CCCC2)cc1)N1CCCC1
- FadD28 FP inh: -1.2
- PfHsp40 yeast: -0.3
- UGM FP inh: 0.2
- FBA Mtb inh: 1
- BoNT A protease: -1.0
- BioA inh: ·
- GDH-TPI counter: -1
- BoNT F protease: 2
- Anthrax LF prot: 4
[14] CN(C)C(CNc1ncccn1)c1ccccc1 (stereo unspecified)
- FadD28 FP inh: -1.5
- PfHsp40 yeast: -1.2
- UGM FP inh: -0.8
- FBA Mtb inh: 4
- BoNT A protease: -1.1
- BioA inh: 0.9
- GDH-TPI counter: 4
- BoNT F protease: -6
- Anthrax LF prot: -34

# Carrying on:
17. COc1ccc(NC(=O)C(=O)NNC(=O)COc2ccc(Cl)cc2)c(OC)c1
18. Cc1cc(Br)ccc1-n1[nH]c(C)c(C=Nc2cccc3nsnc23)c1=O
19. CC(C)CN(C(=O)CN1CCN(S(=O)(=O)c2ccc3ccccc3c2)CC1)c1c(N)n(CC(C)C)c(=O)[nH]c1=O
20. O=C1CCC(=O)N1c1ccc(NC2CCN(Cc3ccccc3)CC2)c([N+](=O)[O-])c1
21. CCCCNCc1ccc(SC)cc1
22. Cc1cc(C)c(C2=NOC(O)(C(F)(F)F)C2)c(=O)[nH]1 (stereo unspecified)
23. CCOC(=O)c1cnn(CCOC(=O)c2ccccc2)c1NC(=O)c1ccccc1
24. O=C(Nc1ccc(C(=O)c2ccc(C(=O)O)c(C(=O)O)c2)cc1)c1ccccc1
25. COc1ccc(OC)c(CCNC(=O)C(=O)Nc2ccc3nc4n(c(=O)c3c2)CCCCC4)c1
26. S=c1[nH]nc(-c2ccccn2)n1/N=C/c1ccco1
Assay by compound	17	18	19	20	21	22	23	24	25	26
FadD28 FP inh	-0.7	-0.1	-0.7	-0.6	0.6	-3.9	-2.4	-1.4	-2.6	-3.9
PfHsp40 yeast	-0.3	-1.1	6.2	-0.9	-0.6	-0.1	0.1	-0.4	2.2	·
UGM FP inh	-0.3	3.7	1.6	0.6	0.1	2.5	-1.3	-0.9	0.0	1.7
FBA Mtb inh	1	-4	1	-1	-2	0	1	-3	2	-3
BoNT A protease	1.6	14	0.0	-0.6	-0.1	0.0	1.6	-3.8	-0.8	·
BioA inh	-3.8	-1.1	-2.8	·	-1.8	0.1	3.2	-1.6	0.7	0.2
GDH-TPI counter	11	11	-2	13	0	0	9	20	7	0
BoNT F protease	10	10	-1	-6	1	-4	18	?	-5	·
Anthrax LF prot	-5	6	-6	-6	2	0	9	-7	-4	·

# One compound at a time (already shown). Values in the order: FadD28 FP inh	PfHsp40 yeast	UGM FP inh	FBA Mtb inh	BoNT A protease	BioA inh	GDH-TPI counter	BoNT F protease	Anthrax LF prot
# Cc1ccc(NC(=O)CCC(=O)NNC(=O)NC2CCCCC2)c(C)c1 reads -1.6	1.1	-1.4	0	0.0	0.2	-3	0	-3
# CC(C)CN(C(=O)CN1CCN(S(=O)(=O)c2ccc3ccccc3c2)CC1)c1c(N)n(CC(C)C)c(=O)[nH]c1=O reads -0.7	6.2	1.6	1	0.0	-2.8	-2	-1	-6
# CCOC(=O)[C@H]1[C@H]2COc3ccc(C)cc3[C@@H]2N2C(=O)c3ccccc3NC(=O)[C@@]12C reads -2.1	0.1	-1.3	0	-0.1	0.0	1	3	-6
# CCOC(=O)c1cnn(CCOC(=O)c2ccccc2)c1NC(=O)c1ccccc1 reads -2.4	0.1	-1.3	1	1.6	3.2	9	18	9
# O=C1CCC(=O)N1c1ccc(NC2CCN(Cc3ccccc3)CC2)c([N+](=O)[O-])c1 reads -0.6	-0.9	0.6	-1	-0.6	·	13	-6	-6

# High-throughput results (PubChem BioAssay)
